From PubChem
HIF-2a inh: inhibitors of HIF-2a; 786-0 RCC cells HIF-2a reporter, luciferase luminescence, overnight; inhibition, % at 18.8 µM; hit rate 0.72% among 360,000; AID 624352;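 active = inhibition of the luminescence signal of 40% or more relative to plate controls, in a single-dose primary screen at 18.75 µM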
NR2E3 ag-1: activates human photoreceptor nuclear receptor NR2E3; Q9Y5X4; GST-NR2E3/biotin-RetCOR TR-FRET, 1536-well; hit rate 0.12% among 320,000; inhibition of corepressor binding, % at 4.78 µM; AID 2300;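 active = percent inhibition above the cutoff of mean plus 3 SD of all tested compounds, set per screening campaign, cut at about 20% in these data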;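 also: 0% = DMSO wells and 100% = biotin wells as full block of FRET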
Target sequence (Q9Y5X4 whole entry, looked up): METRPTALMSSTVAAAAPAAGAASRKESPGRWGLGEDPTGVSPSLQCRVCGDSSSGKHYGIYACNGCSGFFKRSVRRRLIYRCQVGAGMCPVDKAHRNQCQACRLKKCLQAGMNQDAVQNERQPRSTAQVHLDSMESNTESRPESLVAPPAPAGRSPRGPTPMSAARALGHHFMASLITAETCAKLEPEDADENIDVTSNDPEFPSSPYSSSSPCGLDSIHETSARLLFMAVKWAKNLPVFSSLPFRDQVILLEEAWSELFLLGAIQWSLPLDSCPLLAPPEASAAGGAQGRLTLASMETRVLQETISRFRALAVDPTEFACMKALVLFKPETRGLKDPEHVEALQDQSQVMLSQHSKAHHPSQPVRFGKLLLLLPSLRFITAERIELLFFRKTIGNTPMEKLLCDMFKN
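Material: NR2E3–RetCOR corepressor complex / Amount: 1.35 nM GST-NR2E3 / Medium: Tris pH 7.5 / Compound: single nominal compound dose of 4.8 µM / Incubation: 5 h at 4 °C / Technique: TR-FRET, Eu(K)-anti-GST donor, streptavidin-D2 acceptor, ex 340, em 617/671 nm / Read-out basis: percent loss of FRET ratio relative to control wells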
PDI inh: inhibitors of human protein disulfide isomerase; P07237; hit rate 0.052% among 350,000; inhibition, % at 10 µM; PDI insulin aggregation turbidity, A650, 90 min;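 active = mean inhibition across replicates of 30% or more, whatever share of single replicates reach that level; inconclusive = mean inhibition below 30% while every single replicate reaches 30%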;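 also: absorbance from insulin aggregation driven by PDI reduction with DTT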
TRPM1 prom inh: inhibitors of MITF-driven TRPM1 promoter in melanoma cells. SK-MEL-5 TRPM1 promoter luciferase, 24 h. inhibition, % at 12.5 µM. hit rate 0.83% among 330,000. AID 488899;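 active = mean inhibition across replicates of 60% or more, whatever share of single replicates reaches that level; inconclusive = some that reach 60%, reason not given; inactive = mean inhibition across replicates below 60%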; also: values of inactives mirror those of a sister screen read the other way
Peg3 prom inh: Peg3 promoter activity inhibition; HeLa PEG-Prom luciferase reporter, luminescence, overnight; inhibition, % at 20 µM; hit rate 1.7% among 360,000; AID 588405;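 active = inhibition of at least 50% at 20 µM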
Cardio protect: protects H9c2 cardiomyocytes from peroxide injury; H2O2 injury protection, ATPLite, 2 h; AID 588492; hit rate 0.63% among 360,000; protection from H2O2 cell death, % at 20 µM;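 active = compounds giving at least 50% protection of heart cells from peroxide-induced death in the single-dose screen, raw or plate-pattern-corrected value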;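 also: 0% = DMSO wells with peroxide and 100% = DMSO wells without peroxide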
CaV13 FRET inh: Primary screen for inhibitors of IQ motif and Ca2+-dependent inactivation inhibitor domain binding in CACNA1D, Förster resonance energy transfer in living cells, …; HEK cells, CFP/YFP FRET ICDI-IQ, plate reader, 10 min; percent FRET-ratio fall versus neutral wells; inhibition, % at 12.3 µM; hit rate 0.098% among 340,000;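 active = mean replicate inhibition of at least 30% and at least 1% of replicates passing that level; inconclusive = only one of the two criteria is met; inactive = neither criterion is met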;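 also: 0% = median of the neutral control wells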
m5-HT2A agonist: agonists of mouse serotonin 5-HT2A receptor (HTR2A) | CHO-K1 mHTR2A beta-arrestin complementation, luminescence; percent of 30 µM serotonin response | AID 624169 | hit rate 0.66% among 360,000 | P35363 | activation, % at 7.6 µM;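 active = activation above a run cutoff, the mean activation of all tested compounds plus 3 SD, cut at about 14% in these data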;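 also: 0% = plate median of compound wells and 100% = 30 µM serotonin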
Target sequence (P35363 whole entry, looked up): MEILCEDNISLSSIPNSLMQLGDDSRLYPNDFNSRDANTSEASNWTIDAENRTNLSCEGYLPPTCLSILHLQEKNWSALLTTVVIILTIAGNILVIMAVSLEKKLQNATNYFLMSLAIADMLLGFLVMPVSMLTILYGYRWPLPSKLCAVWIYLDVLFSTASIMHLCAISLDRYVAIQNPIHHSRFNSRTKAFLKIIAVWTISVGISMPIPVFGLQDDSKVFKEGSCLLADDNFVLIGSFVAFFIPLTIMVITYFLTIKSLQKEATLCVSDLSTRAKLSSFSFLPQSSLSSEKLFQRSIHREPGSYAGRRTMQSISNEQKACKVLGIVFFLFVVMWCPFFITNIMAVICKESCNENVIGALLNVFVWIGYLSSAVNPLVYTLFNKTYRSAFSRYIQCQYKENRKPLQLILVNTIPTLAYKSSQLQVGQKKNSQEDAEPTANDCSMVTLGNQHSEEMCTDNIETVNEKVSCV
Shn3 3UTR inh: reduces Shn3 3'UTR luciferase signal in osteoblasts; Clone20 osteoblast Shn3 3'UTR firefly luciferase, 24 h; inhibition, % at 12.5 µM; hit rate 0.52% among 360,000; AID 588674;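 active = mean inhibition of at least 75% with every replicate also reaching 75%; inconclusive = mean inhibition at least 75% but some replicate below; inactive = mean inhibition below 75%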;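 also: 0% = median of neutral control wells and 100% = pilot-screen positive control compound; some compounds past the cut are filed as inactive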
iPSC survival up: increases survival of single human iPS cells. hiPSC single-cell survival, ATPlite luminescence; 100% = ROCK inhibitor wells, 0% = DMSO. hit rate 0.044% among 360,000. AID 602274. survival enhancement, % at 20 µM; in the data active = survival enhancement above about 18%;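 also: cells exposed to compounds for 16 hours before the ATP read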
NR2E3 ag-2: human photoreceptor-specific nuclear receptor agonism; Q9Y5X4; CHO-S Gal4-NCOR/VP16-NR2E3 two-hybrid, luciferase; inhibition of corepressor binding, % at 3.98 µM; hit rate 0.35% among 360,000; AID 602229;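 active = inhibition above the mean of all tested compounds plus 3 SD, cut at about 70% in these data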;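 also: 0% = DMSO with NR2E3 transfected cells and 100% = cells lacking NR2E3 construct; higher means lower luciferase signal from less NR2E3 corepressor binding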
Starred values were filed as active, the others as inactive; u = inconclusive; x = no result given.

canonical_smiles	HIF-2a inh	NR2E3 ag-1	PDI inh	TRPM1 prom inh	Peg3 prom inh	Cardio protect	CaV13 FRET inh	m5-HT2A agonist	Shn3 3UTR inh	iPSC survival up	NR2E3 ag-2
Cn1ccnc1-c1nnn(-c2ccc(F)cc2)n1	-163	4	0	-45	-111	-4	-10	-10	-23	1.5	-39
Cc1c(C(=O)N2CCOCC2)sc2ncn(CC(=O)N3CCC(C)CC3)c(=O)c12	14	2	u	8	15	16	x	1	-17	-0.3	-5
O=C(CCc1ccccc1)NCCSCc1c(F)cccc1Cl	-22	-6	2	0	-20	4	-15	-4	66	-1.7	16
O=C(OCCOc1ccc(Br)cc1)c1cnccn1	-9	5	-1	-3	-6	-13	x	-1	2	-4.4	-11
CCc1ccc(NC(=S)NC(=O)CC(C)C)cc1	-219	1	-5	-39	-274	-6	-1	1	-55	0.1	-126
O=C(CN1C(=O)CSc2ccccc21)Nc1ccc2c(c1)OCCO2	-88	2	0	-5	-66	6	-2	0	-28	-2.1	-23
CCOC(=O)C1CCN(C(=O)COC(=O)c2cc(-c3cccs3)nn2-c2ccccc2)CC1	24	-9	8	-3	30	-2	-16	7	-12	0.0	-8
COC(=O)CC(NC(=O)Nc1ccccc1F)c1ccc2c(c1)OCO2 (stereo not drawn)	0	-3	4	7	-3	4	-3	0	-3	-0.7	6
COc1ccc(Cc2nnc(N)s2)cc1	12	7	5	7	6	-1	-5	2	-4	-1.8	-4
CCn1cc(C(=O)NCCCN(CC(C)C)CC(C)C)c(=O)c2cc(S(=O)(=O)N(C)C3CCCCC3)ccc21	11	-2	0	-2	-2	-8	-3	-2	-3	0.4	-17
O=C1OCCC1=COCCCCOC=C1CCOC1=O	8	x	8	x	5	3	-6	6	43	-0.7	-15
COc1ccc(C2=CC(c3ccc(OC)c(OC)c3)NC(=S)N2)cc1 (stereo not drawn)	-3	-5	9	14	1	-2	-2	3	-4	-2.6	-33
CCOc1cccc(/C(O)=C2/C(=O)C(=O)N(Cc3cccnc3)C2c2ccco2)c1 (stereo not drawn)	-55	3	-1	-2	-7	2	-5	-2	-25	4.5	-35
NC(=O)N(N)c1nc(N2CCCC2)nc(N2CCCC2)n1	16	3	14	2	6	10	-2	0	-2	-2.1	10
COCCNC(=O)CN(Cc1cccs1)C(=O)CCC(=O)Nc1nccs1	10	0	8	-6	3	1	-7	1	1	0.7	-10
C=CCNc1nc(NCc2cccc(OC)c2)c2sc(-c3ccccc3)cc2n1	-187	x	1	x	-27	-8	-5	-2	4	-2.6	-54
O=C(c1cc2ccccc2o1)c1nc2c(n1O)CCCCC2	-118	0	1	-12	-188	-21	-6	-4	-112	-0.6	-188
COc1ccc(-c2c(C#N)c(N)nc3sc(C(=O)c4ccc(C)cc4)c(N)c23)cc1	7	2	-15	4	7	-8	-12	4	29	-0.3	15
O=C(N/N=C/c1cccnc1)c1[nH]ncc1Br	-108	-1	-4	-36	-63	-6	-7	-3	-16	-0.6	-39
CCOC(=O)C1=CN(Cc2ccco2)S(=O)(=O)N(C)C1CC (stereo not drawn)	4	x	7	-7	-7	14	-6	-4	19	-0.3	-15
CCSc1nnc(NC(=O)c2cccnc2Cl)s1	-76	3	11	-14	-48	-5	x	-2	-2	-1.9	-53
O=C(Nc1ccn(CCCN2CCN(c3ncccn3)CC2)c(=O)n1)OCc1ccccc1	1	x	-6	x	-1	7	-5	25*	-15	2.7	-3
CCCc1c(C)[nH]c2ccc(C(=O)O)cc2c1=S	10	x	5	10	10	4	-4	3	8	0.7	-25
CC(C)NC(=O)CSc1ncccc1-c1nc2ccccc2[nH]1	-13	-1	0	-8	-16	0	-2	-6	7	-0.1	-10
COc1ccc(OC)c(CC(=O)Nc2cc(S(=O)(=O)N3CCCCC3)ccc2C)c1	5	-1	0	12	8	-4	-4	1	3	-0.5	1
Cc1nnc(SCCCN2C(=O)c3ccccc3C2=O)o1	2	0	4	0	10	0	-2	1	2	-1.0	-1
Cc1cc(C)c(NC(=O)CN2CCN(c3ccccn3)CC2)c(C)c1	-9	4	-1	4	-7	3	-4	6	1	0.7	12
CC1CCC2(CC1)C(Nc1cccc(Cl)c1)=NC(=S)N2CC#N (stereo not drawn)	10	-1	11	-8	23	-5	-4	-4	4	3.5	26
CSC1=NCCN1C(=O)Cc1cccs1	-2	-3	2	0	-2	-1	12	6	3	1.1	-20
Cc1ccc(C(=O)N/C(=C\c2cn(C)c3ccccc23)C(=O)NCCN2CCOCC2)cc1	19	2	-4	8	2	-1	-3	1	-17	0.0	-20
COc1ccc(/C=N/N(Cc2ccccc2)c2ccccc2)cc1O	-61	-2	-1	19	-3	-14	-2	-5	8	2.6	-18
CCOc1ccc(/C=N/NC(=O)C2CCCC2)c(OCC)c1	8	0	1	-4	12	2	-7	1	0	0.0	-13
CCCN(CC(=O)Nc1ccccc1C)C(=O)c1ccc(-c2ccc(C(C)=O)cc2)o1	-37	2	2	19	9	19	x	1	-28	-0.3	-26
CCCCN1C(=O)C(CC(=O)NCCCCc2ccccc2)CC(C(=O)N2CCOCC2)=C1C (stereo not drawn)	6	x	-6	x	3	-5	-6	-5	-7	-1.5	28
Cc1ccc(C(=O)NNC(=S)NC(=O)COc2ccccc2)cc1	-3	-1	0	12	-11	23	-9	-1	-10	0.5	-30
O=C(Nc1sc2c(c1C(=O)c1ccccc1)CCCC2)c1cccnc1	24	1	2	2	16	-2	-14	4	-4	2.2	-32
COc1ccc(Cc2nc3ccc(C(=O)N4CCC[C@H]4CO)cc3o2)cc1	-17	-1	3	3	1	7	-4	-5	-1	0.7	-12
O=C(Nc1ccccc1F)Nc1cc(Cl)ccc1-n1cncn1	-2	1	1	-5	-8	-6	-3	6	19	0.1	-1
COc1ccc(Cl)cc1NC(=O)CN(C)C(=O)c1cc2c(s1)CCC(C)C2 (stereo not drawn)	2	1	1	9	25	-17	-6	5	14	1.3	-16
COC(=O)Nc1cccn(Cc2c(Cl)cccc2Cl)c1=O	21	2	0	-14	-8	1	-8	-2	-17	-0.3	-16
COc1ccc(N2CCN(C(=O)c3ccc(COc4ccc5c(C)cc(=O)oc5c4)cc3)CC2)cc1	-5	0	6	-10	-11	-13	-2	-3	-8	0.7	0
Cc1nc(NC(=O)CCN2C(=O)C3CC=CCC3C2=O)sc1C (stereo not drawn)	-19	1	-5	-14	-25	-2	-5	1	-15	-0.3	-2
CC1CCC(NC(=O)C2CCN(c3c4c(nc5ncnn35)CCC4)CC2)CC1 (stereo not drawn)	-70	3	-9	-26	-67	-13	x	2	64	-0.2	-41
CC1CCC2(CC1)NC(=O)N(CC(=O)NCCc1c[nH]c3ccccc13)C2=O (stereo not drawn)	14	2	0	20	8	-1	-2	0	-6	-0.1	-8
Cc1ccc(OCC(=O)Nc2ccc3c(c2)OC(F)(F)O3)c([N+](=O)[O-])n1	-1	3	-22	6	-2	-5	-4	1	14	-1.3	3
CCSc1nc2cc(S(=O)(=O)N3CCOCC3)ccc2o1	-3	x	-3	-9	-5	-5	-5	3	1	-0.6	-18
CC(C)[C@H](NC(=O)c1ccccc1F)C(=O)OCC(=O)Nc1sccc1C(N)=O	15	x	-11	10	10	-16	-7	5	37	-2.9	-29
CCCN(CCC)CCNC(=O)CCC(=O)Nc1ccc2nc(N3CCN(C)CC3)cc(C)c2c1	3	1	-2	-21	-18	2	-7	2	-5	-0.4	-1
O=[N+]([O-])c1ccc(CN2CCN(c3ncccn3)CC2)cc1	13	1	2	-4	0	-5	-19	12	6	0.8	8
N#C/C(=C\c1c(N2CCCCCC2)nc2ccccn2c1=O)C(N)=O	4	-1	20	3	18	-1	-14	2	10	-0.7	-22
Cc1cc(F)ccc1S(=O)(=O)N1CCCCC1CCNC(=O)C(=O)NCCN1CCOCC1 (stereo not drawn)	16	-1	-5	-5	9	-2	-5	-5	-12	0.6	-11
O=C(COC(=O)/C=C/c1ccccc1)NNC(=O)c1ccccc1F	-41	x	-2	-1	-32	2	-13	-3	-36	-0.3	9
CCCCn1c(N)c(N(CCOC)C(=O)CCNC(=O)c2ccc(Cl)cc2)c(=O)[nH]c1=O	6	-1	-11	-5	3	-4	-2	6	0	0.2	1
Cc1c(Cl)cccc1NC(=S)N1CCN(C(=O)c2ccco2)CC1	4	0	5	-9	8	2	-6	-2	16	0.0	-10
CCCCn1c(=O)c(C(C)=O)c(O)c2ccccc21	11	3	5	13	16	-8	-19	-1	1	0.0	-10
CCOc1ccc(OCCCC(=O)NCCOc2ccccc2OC)cc1	5	0	-4	1	4	0	x	1	-4	0.2	9
Cc1ccc(NC(=O)CN2CCCC2)cc1	-11	2	-1	10	-7	3	-5	1	-2	-0.3	5
Cc1cc(NC(=O)COc2ccc(C(C)(C)C)cc2)no1	-194	x	-47	-45	-221	-5	-17	-1	-20	-0.1	-20
CCCn1c(SCC(=O)N2CCN(S(=O)(=O)c3ccc(Cl)cc3)CC2)n[nH]c1=O	17	-2	-2	-1	5	0	-2	4	15	0.3	-16
Cc1ccc(/C=C(\NC(=O)c2ccc(C)cc2)c2nc(=S)[nH][nH]2)cc1	-60	0	-1	4	9	-8	-7	4	11	-4.0	-49

Next part
canonical_smiles	HIF-2a inh	NR2E3 ag-1	PDI inh	TRPM1 prom inh	Peg3 prom inh	Cardio protect	CaV13 FRET inh	m5-HT2A agonist	Shn3 3UTR inh	iPSC survival up	NR2E3 ag-2
O=C(COc1ncnc2ccccc12)NC1CCS(=O)(=O)C1 (stereo not drawn)	5	-1	-8	4	2	-1	-5	3	-33	-2.1	-23
COc1cccc(N=CC=C2OC(C)(C)C(C)(C)O2)c1	-51	-1	4	0	-36	10	-5	1	-8	-0.4	-19
CN(CC(=O)Nc1ccc(S(=O)(=O)N2CCCC2)cc1)CC(=O)Nc1ccc(F)c(F)c1F	15	-3	-5	7	20	2	-1	-5	12	-0.8	-3
O=c1cc(N2CCCCC2)c(-c2ccccc2)nn1Cc1ccc(Cl)cc1Cl	7	-1	-2	2	10	-7	0	0	8	-1.1	-7
O=C1CCCc2nc(N3CCN(C(c4ccccc4)c4ccccc4)CC3)ncc21	32	5	0	11	35	29	-3	7	16	2.1	-31
CC(Oc1ccccc1)C(=O)Nc1ccc(S(=O)(=O)Nc2nccs2)cc1 (stereo not drawn)	11	1	9	11	16	0	-5	0	-8	-0.6	7
